LAP4-GFP MLPCN: alters LAP4-GFP fluorescence in TOR pathway yeast screen | GFP response vs DMSO, % at 10 µM | S. cerevisiae LAP4-GFP multiplex, flow cytometry GFP, 3 h; median GFP as percent of DMSO wells | hit rate 0.34% among 320,000;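 active = GFP response vs DMSO above a set limit, about the screen mean plus 3 SD, cut at about 150% in these data; inconclusive = under 70 cell events counted for the yeast strain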
CIT2 TOR yeast: modulators of TOR pathway CIT2-GFP in S. cerevisiae | S. cerevisiae CIT2-GFP strain, flow cytometry, 3 h; 100 means same as DMSO wells | GFP response vs DMSO, % at 10 µM | hit rate 0.065% among 320,000;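 active = GFP response relative to DMSO above a set limit, near the screen mean plus 3 SD, cut at about 150% in these data; inconclusive = Fewer than 70 cells measured for a yeast strain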;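 also: ratio of well median GFP fluorescence to mean of DMSO wells on the plate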
proCasp3 act: activators of human procaspase-3; P42574; recombinant procaspase-3 D3A, Ac-DEVD-pNA absorbance 405 nm; activation, % at 8.5 µM; hit rate 0.11% among 330,000; AID 463141;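 active = activation above the mean of all tested compounds plus 3 SD, cut at about 21% in these data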;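 also: 0% = DMSO alone and 100% = DMSO wells spiked with extra 5 µM PC-3 D3A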
Target sequence (P42574 whole entry D9A/D28A/D175A): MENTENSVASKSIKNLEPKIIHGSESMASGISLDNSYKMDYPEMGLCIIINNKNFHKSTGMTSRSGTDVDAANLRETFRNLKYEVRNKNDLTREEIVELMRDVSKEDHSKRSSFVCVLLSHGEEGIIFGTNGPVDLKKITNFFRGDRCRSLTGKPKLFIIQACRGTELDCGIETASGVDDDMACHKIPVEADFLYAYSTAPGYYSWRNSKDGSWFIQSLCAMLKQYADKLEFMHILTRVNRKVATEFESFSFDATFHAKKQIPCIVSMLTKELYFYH
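Compound: 8.5 µM single point, 0.8% DMSO / Material: Autoprocessing-dead procaspase-3 D3A mutant enzyme / Timing: 1 h preincubation plus 2 h reaction at 25 °C / Medium: Zinc-free HEPES/NaCl buffer with 0.01% Triton X-100 at pH 7.4 / Technique: 405 nm absorbance of p-nitroaniline, reads at 0 and 120 min / Repeats: one well per compound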
MEP2 TOR yeast: alters MEP2-GFP fluorescence in TOR pathway yeast screen | S. cerevisiae MEP2-GFP strain, flow cytometry GFP, 3 h; 100% = DMSO control level | AID 2016 | GFP response vs DMSO, % at 10 µM | hit rate 0.51% among 330,000;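 active = GFP response versus DMSO above a set limit, roughly screen mean plus 3 SD, cut at about 180% in these data; inconclusive = fewer than 70 cells counted for a yeast strain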;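 also: median GFP fluorescence of the barcode-gated MEP2-GFP cells per well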
proCasp7 act: counter-screen: procaspase-7 (human) activation | P55210 | hit rate 0.093% among 330,000 | AID 463210 | recombinant procaspase-7, Ac-DEVD-pNA absorbance 405 nm; D23A/D198A/D206A triple mutant, cannot self-cleave; scale: DMSO 0, 5 µM enzyme 100 | activation, % at 8.5 µM;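 active = percent activation above the screen-wide mean plus 3 SD, cut at about 25% in these data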
Target sequence (P55210 whole entry D23A/D198A/D206A): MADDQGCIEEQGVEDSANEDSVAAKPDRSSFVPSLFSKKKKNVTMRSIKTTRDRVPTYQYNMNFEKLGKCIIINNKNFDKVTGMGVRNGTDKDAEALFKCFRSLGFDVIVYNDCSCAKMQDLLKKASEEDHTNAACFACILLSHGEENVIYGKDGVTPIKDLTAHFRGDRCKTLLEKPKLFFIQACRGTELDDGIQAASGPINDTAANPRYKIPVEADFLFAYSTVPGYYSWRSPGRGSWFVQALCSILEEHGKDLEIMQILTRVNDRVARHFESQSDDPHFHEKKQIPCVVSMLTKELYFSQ
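System: Uncleavable procaspase-7 mutant enzyme; Amount: 2 µM procaspase-7 mutant as dispensed; Schedule: 1 h compound preincubation, 2 h substrate cleavage, 25 °C; Measured by: 405 nm absorbance of p-nitroaniline; Evaluation: percent activation from buffer-corrected 0–120 min absorbance change; Control set: low DMSO alone, high DMSO plus 5 µM PC-7.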
AGP1-GFP MLPCN: modulators of TOR pathway AGP1-GFP in S. cerevisiae; S. cerevisiae AGP1-GFP multiplex flow cytometry, 3 h; GFP as percent of DMSO wells; GFP response vs DMSO, % at 10 µM; hit rate 0.02% among 320,000; AID 2066;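 active = GFP response relative to DMSO above a set limit, near screen average plus 3 SD, cut at about 150% in these data; inconclusive = fewer than 70 cells counted for the yeast strain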;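 also: median GFP channel fluorescence of the gated AGP1 strain per well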
AHR act: activators of human aryl hydrocarbon receptor; P35869; AHR-responsive luciferase reporter cells, luminescence; activation, % at 5 µM; hit rate 2.5% among 320,000; AID 2796; in the data active = activation above about 47%;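 also: 0% = vehicle wells and 100% = reference agonist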
RPL19A-GFP yeast: yeast TOR pathway RPL19A-GFP modulation; S. cerevisiae RPL19A-GFP strain, flow cytometry, 3 h; stronger effect = lower value; percent response vs DMSO, % at 10 µM; hit rate 0.3% among 330,000;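 active = percent response vs DMSO below 50%; inconclusive = fewer than 70 events counted for the yeast strain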;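 also: median channel GFP fluorescence of the barcoded RPL19A-GFP strain; ratio of sample median GFP to plate DMSO average so 100% = DMSO; lower means less RPL19A-GFP as with rapamycin TOR inhibition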
* = called active by the depositor; ? = inconclusive; nt = not tested or not shown.

SMILES | LAP4-GFP MLPCN | CIT2 TOR yeast | proCasp3 act | MEP2 TOR yeast | proCasp7 act | AGP1-GFP MLPCN | AHR act | RPL19A-GFP yeast
CCN1CCCC1CNC(=O)C(=O)NCc1ccccc1 (stereo unspecified) | 98 | 99 | 7 | 101 | 5 | 96 | -1 | 98
COc1ccc(-c2nnc(SCC(C)C)o2)cc1 | 106 | 93 | 0 | 101 | -2 | 96 | 13 | 97
COc1ccc(NC(=O)C(C)Oc2ccc(/C(C)=N\O)cc2)cc1 (stereo unspecified) | 94 | 89 | -12 | 94 | -1 | 90 | 6 | 92
CCOC(=O)C1CCN(C(=O)CN2C(=O)COc3ccc(C(C)(C)C)cc32)CC1 | 99 | 108 | -3 | 108 | -1 | 103 | 2 | 101
OC(CSc1ccccc1Cl)CN1CCN(c2ccccc2F)CC1 (stereo unspecified) | 100 | 101 | 10 | 97 | 1 | 98 | 0 | 102
COc1ccc(CCN(C)C2CCCN(S(=O)(=O)c3ccccc3F)C2)cc1OC (stereo unspecified) | 99 | 103 | nt | 106 | nt | 101 | nt | 105
COc1ccccc1N1CCN(C2CCCN(C(=O)CCN3CCCCO3)C2)CC1 (stereo unspecified) | 90 | 92 | 1 | 88 | 3 | 102 | -1 | 96
C=CCn1c(SCC(=O)c2[nH]c(C)c(C(=O)OCC)c2C)nc2scc(-c3ccc(OC)c(OC)c3)c2c1=O | 92 | 93 | -3 | 99 | 3 | 102 | -1 | 102
COc1ccc(-c2nc(SC(CC(=O)NCc3ccccc3)c3ccc(OC)c(OC)c3)n[nH]2)cc1 (stereo unspecified) | 105 | 114 | -1 | 124 | -1 | 120 | 7 | 114
Cc1ccc(S(=O)(=O)N(C)CC(=O)NNC(=O)CCC(=O)c2ccc(F)cc2)cc1 | 95 | 114 | 2 | 108 | 4 | 107 | 1 | 104
Cc1ncc(CSc2nnnn2-c2ccccc2)c(N)n1 | 94 | 100 | -2 | 101 | 1 | 101 | 2 | 94
CCCCn1c(N)c(N(CCOC)C(=O)COC(=O)COc2ccc(CC)cc2)c(=O)[nH]c1=O | 96 | 106 | -1 | ? | 6 | ? | -1 | 101
Cc1ccc(C(=O)N/C(=C\c2ccccc2)C(=O)NCCCn2ccnc2)cc1 | 105 | 98 | -9 | 98 | -11 | 101 | 4 | 97
CCOc1ccccc1N(CC(=O)NCCSc1ccccn1)S(=O)(=O)c1ccccc1 | 79 | 88 | 6 | 98 | 2 | 94 | 3 | 95
CCCc1nc(C)cc(N2CCN(c3ccccc3)CC2)n1 | 87 | 97 | -2 | 87 | -9 | 95 | -4 | 101
COc1ccc(/C=C\C(=O)c2c(O)ccc3c(C)cc(=O)oc23)cc1OC | 109 | 94 | 3 | 103 | 2 | 98 | 31 | 99
COC(=O)CCCC1=CC2=C(c3ccccc3)C(=O)C(C)(OC(=O)C3CCCC3)C(=O)C2=CN1c1ccc(OC)cc1 (stereo unspecified) | 121 | 67 | 6 | 92 | -10 | 77 | 3 | 93
Clc1ccc(-n2nnnc2SCc2c(-c3ccccc3)nc3sccn23)cc1 | 92 | 108 | -3 | 97 | 2 | 107 | -2 | 99
COc1cc(-c2nc(CN3CCCN(C(=O)c4ccco4)CC3)c(C)o2)ccc1F | 104 | 99 | -1 | 105 | 10 | 102 | -1 | 100
CC(C)(C)NS(=O)(=O)c1ccc(OCC(=O)NCC2CCCO2)cc1 (stereo unspecified) | 81 | 83 | 0 | 87 | 3 | 91 | -2 | 88
COC(/C=C/Nc1ccc(Cl)cc1)=C(C#N)C#N | 101 | 109 | -2 | 102 | 6 | 106 | 31 | 100
CCOC(=O)c1cnc2c(-c3cccc(Br)c3)cnn2c1C | 94 | 96 | 1 | 106 | 3 | 93 | 2 | 97
COc1ccc(C(C)=O)cc1CSc1nc2cc(C(=O)O)ccc2c(=O)n1Cc1ccccc1 | 85 | 97 | -7 | 103 | 8 | 93 | 0 | 98
CCOC(=O)C1CCN(C(=O)CCS(=O)(=O)Cc2ccccc2)CC1 | 110 | 102 | 7 | 105 | 11 | 106 | 1 | 101
CC(C)CC(=O)Nc1nnc(SCC(=O)Nc2ccc(F)cc2)s1 | 98 | 107 | 3 | 95 | 0 | 100 | 1 | 98
O=C(CSc1nnc(CNC(=O)c2ccco2)o1)NC1CCCC1 | 83 | 101 | 5 | 86 | 9 | nt | -1 | 99
CC(=O)N1CCc2cc(S(=O)(=O)Nc3ccc(C)cc3)ccc21 | 108 | 102 | 2 | 105 | 16 | 110 | 3 | 103
CSc1nnc(-c2ccc(S(=O)(=O)N3CCCC3)cc2)n1C | 105 | 110 | 0 | 104 | 1 | 102 | -1 | 105
CC(Oc1ccc(Cl)cc1)C(=O)NCC1CCCO1 (stereo unspecified) | 94 | 99 | -3 | 101 | -3 | 99 | 0 | 99
CCCOc1ccc(C2C(C(=O)c3ccc(C)o3)=C(O)C(=O)N2Cc2ccco2)cc1OCC (stereo unspecified) | 103 | 83 | -22 | 98 | -50 | 95 | 0 | 97
Cc1ccc(C(c2nnnn2CC2CCCO2)N2CCN(Cc3ccccc3)CC2)cc1 (stereo unspecified) | 100 | 105 | -3 | 102 | -1 | 106 | 2 | 95
Cc1ccc(C(=O)N/C(=C\c2ccco2)C(=O)N2CCSCC2)cc1C | 100 | 95 | -6 | 109 | -6 | 105 | 0 | 101
O=C(COC(=O)CCSc1ccc(Cl)cc1)NCc1ccc(Cl)cc1 | 96 | 103 | 9 | 103 | 7 | 94 | 4 | 105
COC(=O)c1cc(C#N)c(Oc2ccccc2)nc1C | 99 | 103 | -6 | 125 | 2 | 100 | 1 | 104
CNC(=O)C1(C)C=CCN1C(=O)c1ccccc1 (stereo unspecified) | 125 | 98 | 0 | 98 | 1 | 89 | 3 | 101
O=C(NC1CCSc2ccccc21)c1ccc(F)c(S(=O)(=O)N2CCOCC2)c1 (stereo unspecified) | 99 | 98 | -4 | 96 | 6 | 97 | 9 | 100
O=C(Nc1cccnc1)c1ccc2snnc2c1 | 112 | 107 | 6 | 112 | 9 | 102 | 27 | 98
CCC(C)CCCCCCCCCCC(=O)O (stereo unspecified) | 97 | 89 | 2 | 109 | -2 | 96 | -1 | 93
COC(=O)C1=C(C)N(CC2CC2)C(=NCc2cccc(C(F)(F)F)c2)N[C@H]1c1ccccc1 | 103 | 99 | -4 | 105 | -1 | 105 | 3 | 98
CCc1cc(-c2n[nH]c(=S)n2-c2ccccc2C)cs1 | 105 | 108 | -13 | 106 | -31 | 106 | 2 | 101

One compound at a time, as listed above.
Entry for `CC(=O)N1CCc2cc(S(=O)(=O)Nc3ccc(C)cc3)ccc21` = LAP4-GFP MLPCN = 108; CIT2 TOR yeast = 102; proCasp3 act = 2; MEP2 TOR yeast = 105; proCasp7 act = 16; AGP1-GFP MLPCN = 110; AHR act = 3; RPL19A-GFP yeast = 103
Entry for `COc1ccc(C(C)=O)cc1CSc1nc2cc(C(=O)O)ccc2c(=O)n1Cc1ccccc1` = LAP4-GFP MLPCN = 85; CIT2 TOR yeast = 97; proCasp3 act = -7; MEP2 TOR yeast = 103; proCasp7 act = 8; AGP1-GFP MLPCN = 93; AHR act = 0; RPL19A-GFP yeast = 98

Additional structures
SMILES | LAP4-GFP MLPCN | CIT2 TOR yeast | proCasp3 act | MEP2 TOR yeast | proCasp7 act | AGP1-GFP MLPCN | AHR act | RPL19A-GFP yeast
O=c1cc(CN2CCOCC2)c2cc(Cl)ccc2o1 | 94 | 104 | -1 | 102 | 8 | 102 | 2 | 102
Cc1cc(C)nc(NC(C)(C)C(=O)O)n1 | 102 | 100 | 5 | 105 | 5 | 103 | 1 | 106
N=C(N)SCCc1cnc[nH]1 | 98 | 80 | 5 | 93 | -7 | 82 | -2 | 90
Cc1ccc(-c2nc3ccccc3o2)cc1NC(=S)NC(=O)c1cc2ccccc2o1 | 91 | 99 | 4 | 93 | 11 | 93 | 2 | 94
COc1cc(-c2cc(C(=O)Nc3cccc(C(C)=O)c3)c3ccccc3n2)cc(OC)c1OC | 113 | 97 | 16 | 108 | 22 | 100 | 8 | 102
COc1ccc(C2/C(=C(/O)c3ccc4c(c3)CC(C)O4)C(=O)C(=O)N2CCN2CCOCC2)cc1 (stereo unspecified) | 107 | 100 | -18 | 98 | -59 | 96 | 1 | 98
Cc1cccc(NC(=O)c2ccco2)c1C(=O)O | 115 | 104 | -1 | 102 | 4 | 118 | 1 | 107
COc1ccc(CCNC(=O)CCCCn2c(=O)[nH]c3ccccc3c2=O)cc1OC | 99 | 90 | 2 | 96 | 12 | 97 | 3 | 100
CC1(C)Cc2c(sc(NC(=O)COc3ccccc3)c2C#N)C(C)(C)N1 | 92 | 104 | -2 | 101 | 7 | 110 | 1 | 96
CCC(C(=O)Nc1ccccc1F)n1nc(C)c2c(C)n(-c3ccccc3)nc2c1=O (stereo unspecified) | 91 | 103 | -1 | 101 | -1 | 93 | 2 | 99
COc1ccc(N2CCN(C3CCCN(Cc4cccc(OC)c4)C3)CC2)cc1 (stereo unspecified) | 86 | 108 | 8 | 107 | -2 | 104 | 2 | 104
Cc1ccc(S(=O)(=O)c2ccc(Cl)cc2)cc1S(=O)(=O)N(C)CC(=O)O | 87 | 93 | -1 | 95 | 2 | 93 | -3 | 98
CCOc1cc2[nH]c(=O)n(CCc3ccc(OC)c(OC)c3)c(=O)c2cc1OCC | 89 | 105 | -1 | 98 | -4 | 95 | 3 | 95
Oc1[nH]c2ccccc2c1N=Nc1c(F)c(F)c(C(F)(F)F)c(F)c1F | 95 | 101 | -3 | 101 | 1 | 98 | 1 | 102
CN(C)C(=O)CN1c2cccc3cccc(c23)S1(=O)=O | 103 | 102 | 2 | 105 | 2 | 99 | 4 | 102
Fc1ccc(NC(=S)N2CCCc3ccccc32)cc1 | 99 | 94 | -2 | 103 | -1 | 95 | 6 | 100
CCN1CCN(C(c2cc(OC)ccc2OC)c2nnnn2Cc2ccccc2)CC1 (stereo unspecified) | 106 | 110 | 2 | 116 | 3 | 99 | 3 | 103
CC(C)(C)N(Cc1ccccc1)C(=O)COC(=O)c1ccc([N+](=O)[O-])o1 | 107 | 102 | 5 | 104 | -9 | 104 | 0 | 101
Cc1cc(C)cc(Oc2nn[nH]n2)c1 | 79 | 83 | 10 | 82 | 7 | 81 | -2 | 84
Cn1c(=O)[nH]c(=O)c2c1nc(N1CCCCCC1)n2CCSc1nc2ccccc2o1 | 110 | 88 | 1 | 101 | 0 | 94 | 0 | 99
O=C(Nc1cccc(Cl)c1)NC1CCS(=O)(=O)C1 (stereo unspecified) | 93 | 105 | 7 | 108 | 6 | 100 | 2 | 103
N#Cc1ccc(NC(=O)CN2C(=O)NC3(CCCC3)C2=O)cc1 | 90 | 121 | -7 | 110 | 3 | 94 | 3 | 96
O=C(Cc1ccccc1)c1ccccc1C(=O)N1CCCCC1 | 89 | 89 | -5 | 103 | -4 | 98 | 0 | 96
O=C(Cc1c(O)c2ccccc2[nH]c1=O)NCc1ccc(F)cc1 | 102 | 109 | 5 | 100 | -1 | 104 | 8 | 96
Cc1ccc(OCCCCCN2CCOCC2)c(Cl)c1 | 107 | 93 | -3 | 99 | 4 | 100 | 7 | 100

Source: PubChem
